Bioassay records from PubChem.
PfHsp40 rescue: compounds rescuing yeast from Plasmodium falciparum HSP40 toxicity. 340,000 compounds, 0.68% hits. growth rescue, % at 12.5 µM. S. cerevisiae expressing PfHsp40, growth rescue, ATP luminescence. AID 504582; in the data active = growth rescue above about 28%, passing the limit was not always enough; inconclusive = no clear call, values can overlap the other calls;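 note: yeast W303a lacking pdr1 and pdr3 grown in galactose medium; growth measured after three days at 30 °C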
Yp Topo-I inh: Y. pestis Topo-I inhibition via cleavage products; Y. pestis Topo-I cleavage product accumulation, plate reader; activity, % at 10 µM; 360,000 compounds, 0.064% hits; in the data active = activity above about 50%, passing the limit was not always enough; inconclusive = no clear call, values can overlap the other calls; note: inactives centre near 2
BoNT F protease: inhibitors of Botulinum neurotoxin F light chain protease. inhibition, % at 10 µM. Multiplex microsphere protease cleavage assay, flow cytometry. AID 588497. 360,000 compounds, 0.22% hits; in the data active = inhibition above about 35%, passing the limit was not always enough; inconclusive = no clear call, values can overlap the other calls; note: plate controls were buffer without enzyme for full effect and enzyme alone for no effect
TcdB inh: TcdB glycohydrolase inhibition | inhibition, % at 9.99 µM | 350,000 compounds, 0.24% hits | TcdB glycohydrolase enzymatic assay, plate reader | P18177 | AID 652162; in the data active = inhibition above about 10%
Target sequence (P18177 whole entry, looked up): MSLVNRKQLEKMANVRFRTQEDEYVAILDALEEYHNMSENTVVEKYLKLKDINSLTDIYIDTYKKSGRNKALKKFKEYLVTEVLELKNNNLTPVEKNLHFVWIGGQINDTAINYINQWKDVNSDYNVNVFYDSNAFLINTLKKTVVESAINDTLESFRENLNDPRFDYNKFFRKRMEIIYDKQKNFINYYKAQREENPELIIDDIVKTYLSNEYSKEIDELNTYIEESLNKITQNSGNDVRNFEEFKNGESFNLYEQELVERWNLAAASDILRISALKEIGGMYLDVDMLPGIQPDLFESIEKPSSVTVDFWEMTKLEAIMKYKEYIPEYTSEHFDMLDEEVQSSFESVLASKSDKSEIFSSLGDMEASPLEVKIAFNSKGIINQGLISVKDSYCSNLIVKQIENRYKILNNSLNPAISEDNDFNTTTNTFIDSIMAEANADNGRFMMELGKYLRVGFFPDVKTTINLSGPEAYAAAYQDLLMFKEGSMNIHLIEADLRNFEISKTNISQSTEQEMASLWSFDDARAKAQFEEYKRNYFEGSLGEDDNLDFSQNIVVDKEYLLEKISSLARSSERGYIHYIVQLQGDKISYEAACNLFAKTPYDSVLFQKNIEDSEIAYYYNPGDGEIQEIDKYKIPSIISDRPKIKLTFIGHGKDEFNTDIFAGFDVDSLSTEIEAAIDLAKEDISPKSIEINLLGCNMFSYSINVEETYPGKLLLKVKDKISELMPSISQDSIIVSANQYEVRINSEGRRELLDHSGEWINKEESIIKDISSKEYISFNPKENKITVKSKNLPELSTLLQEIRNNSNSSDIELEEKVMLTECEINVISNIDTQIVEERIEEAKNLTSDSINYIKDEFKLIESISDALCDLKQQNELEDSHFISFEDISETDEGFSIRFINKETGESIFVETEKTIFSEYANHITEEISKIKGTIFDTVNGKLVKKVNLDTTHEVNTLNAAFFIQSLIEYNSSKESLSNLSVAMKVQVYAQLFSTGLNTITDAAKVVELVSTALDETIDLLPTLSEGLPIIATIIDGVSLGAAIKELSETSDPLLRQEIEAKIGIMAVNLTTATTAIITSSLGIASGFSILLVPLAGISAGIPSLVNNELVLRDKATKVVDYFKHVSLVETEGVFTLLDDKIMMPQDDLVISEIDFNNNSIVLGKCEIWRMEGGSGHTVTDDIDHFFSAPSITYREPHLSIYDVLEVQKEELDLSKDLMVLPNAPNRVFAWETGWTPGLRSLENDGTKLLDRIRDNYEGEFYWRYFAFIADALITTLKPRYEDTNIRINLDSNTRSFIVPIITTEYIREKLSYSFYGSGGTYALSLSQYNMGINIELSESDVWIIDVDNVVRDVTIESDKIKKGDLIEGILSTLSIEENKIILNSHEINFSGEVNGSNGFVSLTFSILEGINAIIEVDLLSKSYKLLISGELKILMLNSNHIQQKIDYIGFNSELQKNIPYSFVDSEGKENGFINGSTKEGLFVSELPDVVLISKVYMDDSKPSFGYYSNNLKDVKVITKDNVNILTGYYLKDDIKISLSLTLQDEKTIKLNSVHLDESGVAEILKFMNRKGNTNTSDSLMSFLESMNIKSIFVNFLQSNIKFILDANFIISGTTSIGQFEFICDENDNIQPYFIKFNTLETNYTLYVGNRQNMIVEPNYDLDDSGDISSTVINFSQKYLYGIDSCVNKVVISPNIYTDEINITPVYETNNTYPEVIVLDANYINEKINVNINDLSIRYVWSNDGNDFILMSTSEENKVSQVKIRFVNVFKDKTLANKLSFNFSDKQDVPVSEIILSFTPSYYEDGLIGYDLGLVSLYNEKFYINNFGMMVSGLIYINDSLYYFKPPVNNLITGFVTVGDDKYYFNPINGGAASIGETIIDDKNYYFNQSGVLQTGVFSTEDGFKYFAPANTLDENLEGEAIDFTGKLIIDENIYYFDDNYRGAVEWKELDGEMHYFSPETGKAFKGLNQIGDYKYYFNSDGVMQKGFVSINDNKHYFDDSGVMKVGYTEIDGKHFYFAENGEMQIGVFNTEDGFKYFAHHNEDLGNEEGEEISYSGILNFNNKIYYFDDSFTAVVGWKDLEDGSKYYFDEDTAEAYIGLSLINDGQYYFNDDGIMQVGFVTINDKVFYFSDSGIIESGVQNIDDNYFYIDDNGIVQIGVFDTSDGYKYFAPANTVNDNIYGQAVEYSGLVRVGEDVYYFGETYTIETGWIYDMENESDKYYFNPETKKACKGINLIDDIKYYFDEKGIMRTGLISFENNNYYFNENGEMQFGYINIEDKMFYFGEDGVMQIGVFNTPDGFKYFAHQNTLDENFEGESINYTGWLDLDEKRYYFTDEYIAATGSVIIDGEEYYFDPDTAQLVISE
Anthrax LF inh2: anthrax lethal factor protease inhibition; 360,000 compounds, 0.12% hits; multiplex microsphere protease cleavage assay, LF; AID 588501; inhibition, % at 10 µM; P15917; note: plate controls were buffer without enzyme for full effect and enzyme alone for no effect
PrPC TRFRET: inhibitors of human cell surface prion protein PrPC; P04156; TR-FRET read-out; inhibition, % at 13.8 µM; 370,000 compounds, 0.43% hits; in the data active = inhibition above about 24%; note: 0% = median of the test wells and 100% = reference compound wells
FadD28 binding: inhibitors of Mycobacterium tuberculosis FadD28 bisubstrate binding. FadD28 bisubstrate probe binding, fluorescence polarization. 360,000 compounds, 0.22% hits. AID 588549. inhibition, % at 12.5 µM; in the data active = inhibition above about 8.5%, passing the limit was not always enough; inconclusive = no clear call, values can overlap the other calls
BoNT A protease: BoNT A light chain protease inhibition; multiplex microsphere protease substrate cleavage, flow cytometry; inhibition, % at 10 µM; 360,000 compounds, 0.17% hits; AID 588499; note: plate controls were buffer without enzyme for full effect and enzyme alone for no effect
CCHF vOTU inh: CCHFV vOTU protease inhibition; Pep-AMC fluorescence; inhibition, % at 11.5 µM; 370,000 compounds, 0.55% hits; AID 651958; in the data active = inhibition above about 30%; note: 0% = vehicle wells with enzyme and 100% = no enzyme wells
* = called active by the depositor; ? = inconclusive; · = no result given. Cut-off read from the data, not from the text of the source, unless noted: active = inhibition above about 30%; inconclusive = no clear call, values can overlap the other calls; inactive = below that.

entry	structure	PfHsp40 rescue	Yp Topo-I inh	BoNT F protease	TcdB inh	Anthrax LF inh2	PrPC TRFRET	FadD28 binding	BoNT A protease	CCHF vOTU inh
1	CC[C@]12c3[nH]c4ccccc4c3CCN1C(=O)C(CC(=O)NCCc1ccccn1)C[C@@H]2C(=O)N1CCN(C(=O)c2ccco2)CC1 (stereo partly drawn)	0.9	17.3	-7.0	2.7	-1.0	3.0	-1.7	0.3	-2.1
2	Cc1ccc(NC(=O)CCC(=O)OCC(=O)c2ccc(Oc3ccc([N+](=O)[O-])cc3)cc2)cc1C	0.6	-2.7	-1.7	·	-6.1	-6.9	-3.3	-0.4	14.2
3	COc1ccc2nc(NC(=O)c3ccccc3O)sc2c1	21.4	3.7	1.7	0.0	17.3	-3.2	-2.7	0.4	-4.4
4	O=c1c2ccccc2sn1-c1ccc(S(=O)(=O)N2CCCCC2)cc1	-0.4	-1.1	-5.7	·	-5.5	-1.5	-1.0	16.7	-2.1
5	Cc1cc(C(=O)CSc2nnc(-c3ccco3)o2)c(C)n1-c1ccc2c(c1)OCCO2	-0.7	4.4	5.0	·	-4.5	5.6	0.8	-0.6	25.7
6	COc1ccc(NC(=O)N(C)C[C@H]2Oc3c(NC(=O)Cc4ccccc4)cccc3C(=O)N([C@H](C)CO)C[C@@H]2C)cc1	-0.3	-1.5	-0.9	0.6	-5.8	0.0	1.2	0.3	-10.6
7	COc1ccc(/C(C)=N\Nc2nc(-c3ccccc3)cc(=O)[nH]2)cc1	-0.7	5.0	2.1	-0.1	-4.5	-7.4	-1.6	0.2	-1.6
8	CCn1cc(CN2CCCC(CO)(Cc3ccc(F)cc3)C2)c2ccccc21 (stereo not drawn)	-1.4	8.1	?	1.0	-14.7	-5.3	-1.6	-2.4	-10.1
9	CCOc1ccc(CCN2C(=S)N([C@@H](CC(C)C)CN3CCC[C@@H]3CN3C(=S)NC[C@@H]3CC(C)C)C[C@@H]2CC(C)C)cc1	·	·	-11.8	0.1	-5.4	7.1	-4.0	-0.7	21.2
10	CC(C)[C@H](NC(=O)c1ccccc1Cl)C(=O)OCc1cc(=O)n2cc(Br)ccc2n1	-1.0	-12.6	7.1	1.6	1.2	-7.3	-4.1	0.4	-9.8
11	CCCC(=O)Nc1ccc(S(=O)(=O)Nc2cc(C)nc(C)n2)cc1	2.0	7.5	-11.7	·	1.4	-0.5	-4.7	0.6	-0.6
12	Cc1ccc(C)c(NS(=O)(=O)c2ccc(NC(=O)CSc3ccc(Cl)cc3)cc2)c1	-1.6	-0.9	1.2	1.6	-1.4	-0.8	?	0.3	-2.7
13	CC1(C)CC(=O)C(=Cc2cn(-c3ccccc3)nc2-c2ccccc2)C(=O)C1	2.0	-7.2	-1.1	-0.2	-3.4	10.5	-4.1	-0.5	-1.4
14	O=C(Nc1ccccn1)c1ccc(S(=O)(=O)c2ccc(Cl)cc2)cc1	0.4	15.2	0.9	1.8	1.1	4.7	0.0	0.8	-12.8
15	Cc1ccc(C)c(N(C(=O)c2snc(C(N)=O)c2N)C(C(=O)NCC2CCCO2)c2cccs2)c1 (stereo not drawn)	1.2	9.1	-1.8	0.4	-4.1	-20.6	-4.8	-0.6	-23.6
16	Cc1ccc2[nH]c(O)c(N=NC(=O)CCc3ccccc3)c2c1Br	4.2	12.9	3.2	·	0.0	9.7	-3.1	-0.6	4.0
17	CCOC(=O)c1cnn(-c2ccccc2)c1NC(=O)CSc1nnc(-c2cccs2)n1CC	1.3	0.9	1.1	·	2.8	4.5	-1.9	0.3	20.7
18	CCN(CC)c1ccc(/C=N/n2c(C)cc(C)cc2=O)cc1	0.8	3.2	6.1	·	-2.3	9.8	-2.9	3.5	6.2
19	CC1(C(=O)NS(=O)(=O)c2ccc3c(c2)CCO3)CCN1C(=O)C1(c2ccc(Cl)cc2)CC1 (stereo not drawn)	·	4.9	2.2	0.8	7.0	-0.9	-0.4	-0.4	16.3
20	COc1cccc2cc(C(=O)NCCN3CCOCC3)oc12	2.4	3.5	0.6	0.6	-0.5	-7.6	-1.3	3.9	1.1
21	S=c1[nH]nc(-c2ccncc2)n1/N=C/C=C/c1ccccc1	0.7	-2.8	?	2.2	-7.1	-16.0	-1.6	-3.3	6.3
22	Fc1ccc(C(c2nnnn2Cc2cccs2)N2CCN(C3CCCC3)CC2)cc1 (stereo not drawn)	-0.4	19.3	-4.6	·	-0.4	-5.4	-4.2	-0.2	6.6
23	CC(C)(C)c1ccc(CC(=O)N2CCC2(C)C(=O)NCc2cccs2)cc1 (stereo not drawn)	·	15.5	-0.2	-0.5	-0.7	6.3	-2.2	-0.1	0.3
24	Cc1cccc(NCc2ccc(O)c3ncccc23)c1	-1.2	1.7	-1.3	1.0	-1.0	-4.2	0.4	-0.7	-0.8

Three structures already listed, sorted by formula weight, low to high.
entry	structure	PfHsp40 rescue	Yp Topo-I inh	BoNT F protease	TcdB inh	Anthrax LF inh2	PrPC TRFRET	FadD28 binding	BoNT A protease	CCHF vOTU inh
20	COc1cccc2cc(C(=O)NCCN3CCOCC3)oc12	2.4	3.5	0.6	0.6	-0.5	-7.6	-1.3	3.9	1.1
22	Fc1ccc(C(c2nnnn2Cc2cccs2)N2CCN(C3CCCC3)CC2)cc1 (stereo not drawn)	-0.4	19.3	-4.6	·	-0.4	-5.4	-4.2	-0.2	6.6
19	CC1(C(=O)NS(=O)(=O)c2ccc3c(c2)CCO3)CCN1C(=O)C1(c2ccc(Cl)cc2)CC1 (stereo not drawn)	·	4.9	2.2	0.8	7.0	-0.9	-0.4	-0.4	16.3

Going on with the list.
entry	structure	PfHsp40 rescue	Yp Topo-I inh	BoNT F protease	TcdB inh	Anthrax LF inh2	PrPC TRFRET	FadD28 binding	BoNT A protease	CCHF vOTU inh
25	CC(=O)C1=C(C)N2CCN=C2S1	3.2	1.1	?	0.3	9.6	-6.5	-0.3	?	6.2
26	COCCNC(=O)c1ccc(NC(C)=O)cc1	0.4	7.9	-2.5	·	-6.7	-5.7	1.2	1.0	6.3
27	CCCc1c(C(=O)NNc2ccc(C)cc2)cnn1-c1ccccc1	-1.0	0.6	-11.2	-1.7	-2.4	15.5	0.1	-0.9	6.9
28	c1cc(CNc2ccc3c(c2)OCCO3)ccn1	-0.3	-7.0	-11.3	·	-6.7	3.5	-0.7	-1.0	6.3
29	Cn1nc(C(F)(F)F)c(-c2ccc(Br)cc2)c1NC(=O)C1CCC1C(=O)O (stereo not drawn)	-0.2	3.2	-3.9	2.4	-11.6	4.9	-1.0	-0.3	-2.7
30	Cc1ccc(Cl)c(NC(=O)COC(=O)CNS(=O)(=O)/C=C/c2ccccc2)c1Cl	-0.5	5.4	-12.7	·	-2.6	3.2	-0.1	0.2	23.3
31	COC(=O)[C@@]12CCCCN1[C@H](c1ccc(-c3ccc(F)cc3)cc1)[C@@H]1C(=O)N(C)C(=O)[C@@H]12	4.4	23.0	-10.2	-1.6	8.2	-6.5	-2.1	0.5	1.1
32	COc1cc(-c2cnc3c(NC(C)=O)cc(-c4ccccc4CN(C)C)cn23)cc(OC)c1OC	·	6.9	-2.6	-0.1	0.8	-15.2	-0.5	0.3	-15.1
33	C/C(=N/NC(=O)c1cc(C2CC2)[nH]n1)c1cccs1	1.1	-5.4	1.4	·	-3.0	11.0	-1.0	0.0	3.6
34	CCC(CNc1cc(OC)cc2cccnc12)NC1CCCCC1 (stereo not drawn)	-0.5	-1.5	?	-1.0	-39.2	-12.2	-1.4	-3.4	109.8*
35	C=CCc1cccc2cc(C(=O)NCc3cccnc3)c(=O)oc12	0.3	5.5	-7.2	·	-2.4	-6.4	-3.5	-0.1	-12.5
36	COc1ccccc1C(OC(=O)c1ccco1)C(=O)NCc1ccc(F)cc1 (stereo not drawn)	0.0	8.6	-6.6	1.7	-1.2	4.9	-0.4	-1.0	12.2
37	CCOC(=O)C1CCN(C(=O)CSc2ccc(Br)cc2)CC1	-0.4	19.4	-2.7	1.3	5.8	-0.7	-4.9	-0.4	-1.3
38	CC1C(=O)CCN(C(C)(C)C)C1C (stereo not drawn)	1.7	1.4	-2.8	·	3.2	-2.1	-1.7	-0.5	-4.0
39	COc1ccccc1OCCNC(=O)c1cc(F)c(F)cc1Cl	1.5	-1.8	-0.2	1.4	-2.1	2.6	-2.4	0.5	2.2
40	Cc1ccc2c(c1)N(CCC(=O)NCC1CCCO1)C(=O)CO2 (stereo not drawn)	0.0	4.2	0.4	·	-3.4	0.4	0.7	0.0	-13.4

Whole records, looked up by structure. Screens in order: PfHsp40 rescue, Yp Topo-I inh, BoNT F protease, TcdB inh, Anthrax LF inh2, PrPC TRFRET, FadD28 binding, BoNT A protease, CCHF vOTU inh
Listed for CC1C(=O)CCN(C(C)(C)C)C1C (stereo not drawn) → 1.7, 1.4, -2.8, ·, 3.2, -2.1, -1.7, -0.5, -4.0
Listed for C=CCc1cccc2cc(C(=O)NCc3cccnc3)c(=O)oc12 → 0.3, 5.5, -7.2, ·, -2.4, -6.4, -3.5, -0.1, -12.5

More structures.
entry	structure	PfHsp40 rescue	Yp Topo-I inh	BoNT F protease	TcdB inh	Anthrax LF inh2	PrPC TRFRET	FadD28 binding	BoNT A protease	CCHF vOTU inh
41	COc1ccc(CSc2nnc(CNS(C)(=O)=O)o2)cc1	-0.1	-3.8	-0.4	·	-2.5	-2.4	-5.7	0.4	-22.9
42	C/C(CC1CC(C)(C)OC1=O)=N\NC(N)=S (stereo not drawn)	·	-4.4	11.0	-1.3	-6.8	10.2	-2.4	-5.8	-6.8
43	O=C(c1ccco1)N1CCN(Cc2c(Cl)cccc2Cl)CC1	-0.1	7.1	5.8	1.9	-0.6	0.9	-3.6	1.0	-7.9
44	O=C(CN1N=C(c2ccccc2)CCC1=O)NCc1cccs1	-2.0	3.2	0.7	0.6	-1.3	-6.4	-0.7	0.1	-2.2
45	CC(=O)C1=C(O)C(=O)N(c2ccc(S(=O)(=O)Nc3nccs3)cc2)C1c1ccc(F)cc1 (stereo not drawn)	0.7	6.2	-6.0	0.4	-6.8	-2.9	-1.4	-1.7	-10.8
46	O=C(N/C(=C\c1ccccc1)C(=O)N1CCOCC1)c1ccccc1Br	0.5	0.9	2.9	1.1	0.7	-3.9	0.7	0.3	-3.3
47	C=CCNC(=S)NCc1ccccc1OC	-0.8	15.0	-5.8	0.1	1.9	4.4	-0.4	-0.3	-9.5
48	CN1CCN(c2ncnc3ccc(Br)cc23)CC1	-1.2	-8.7	-1.0	·	-8.7	5.1	-2.5	-0.4	14.0

2 compounds from above, showing only TcdB inh, BoNT F protease and CCHF vOTU inh:
#	structure	TcdB inh	BoNT F protease	CCHF vOTU inh
45	CC(=O)C1=C(O)C(=O)N(c2ccc(S(=O)(=O)Nc3nccs3)cc2)C1c1ccc(F)cc1 (stereo not drawn)	0.4	-6.0	-10.8
47	C=CCNC(=S)NCc1ccccc1OC	0.1	-5.8	-9.5

(cont.)
entry	structure	PfHsp40 rescue	Yp Topo-I inh	BoNT F protease	TcdB inh	Anthrax LF inh2	PrPC TRFRET	FadD28 binding	BoNT A protease	CCHF vOTU inh
49	CCc1nc2c(OCCC3CCCCC3)cccn2c1N(C)C(=O)c1ccco1	·	31.3	1.8	2.8	-8.6	16.6	-2.1	-1.0	7.2
50	O=C(COc1ccc(Cl)c2cccnc12)N1CCOCC1	-1.2	2.2	7.5	0.7	-8.7	20.4	-0.9	0.1	13.0
51	c1ccc2oc(NC3=NCN(C4CCCCC4)CN3)nc2c1	·	5.2	·	0.3	·	-5.3	-1.7	·	1.1
52	Clc1ccc(/C=N/Nc2nc(Cl)nc3ccccc23)cc1	-0.9	-2.8	-1.4	·	2.1	2.0	-6.3	0.7	-5.0
53	CCOC(=O)/C(=N\Nc1ccccc1Cl)N(C)C1CCS(=O)(=O)C1 (stereo not drawn)	2.3	3.9	-2.4	1.2	-2.1	7.0	-1.9	-1.0	23.5
54	CCOC(=O)Cn1c(=O)c(-c2cc(Br)ccc2N)nc2ccccc21	-1.1	1.4	2.1	-0.1	6.7	13.7	-1.2	1.1	2.1
55	COc1ccc(S(=O)(=O)NCc2ccccc2)cc1Br	1.7	1.7	·	-1.0	·	4.1	0.2	·	1.2
56	Cc1ccc(NS(=O)(=O)c2ccc(C(=O)NNC(=O)c3ccccc3O)cc2)cc1	-0.5	-16.0	5.2	1.2	-0.6	7.4	-3.1	-3.7	10.7
